Bioassay records (PubChem)
BioA inh: M. tuberculosis BioA enzyme inhibitors, primary screen, biochemical, plate reader, single point, HTS. purified M. tuberculosis BioA enzyme. inhibition, % at 9.99 µM. 0.096% of 360,000 active. AID 602481, 2012; in the data active = inhibition above about 40%; inconclusive = no clear call, values can overlap the other calls
FBA Mtb inh: Mtb FBA enzyme inhibitors, primary screen, biochemical, fluorescence, strain H37Rv; 2.3% of 360,000 active; purified M. tuberculosis FBA, fluorescence read-out; inhibition, % at 1 µM; AID 588726, 2011; in the data active = inhibition above about 27%;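 note: 0% = vehicle and 100% = reference inhibitor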
Target sequence (P9WQA3 whole entry, looked up): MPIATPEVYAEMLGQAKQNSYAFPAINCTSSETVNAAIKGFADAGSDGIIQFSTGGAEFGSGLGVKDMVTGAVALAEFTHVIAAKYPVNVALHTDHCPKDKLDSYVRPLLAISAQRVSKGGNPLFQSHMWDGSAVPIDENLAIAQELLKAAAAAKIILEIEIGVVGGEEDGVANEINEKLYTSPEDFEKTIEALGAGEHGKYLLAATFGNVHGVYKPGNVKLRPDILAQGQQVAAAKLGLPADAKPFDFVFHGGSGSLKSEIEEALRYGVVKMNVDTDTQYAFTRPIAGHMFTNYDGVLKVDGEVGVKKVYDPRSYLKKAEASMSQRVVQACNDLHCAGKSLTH
FadD28 FP inh: inhibitors of FadD28 bisubstrate probe binding, primary screen, biochemical, fluorescence polarization, single point; inhibition, % at 12.5 µM; Mycobacterium tuberculosis FadD28 fatty-acid-AMP ligase; 0.22% of 360,000 active; in the data active = inhibition above about 8.5%, passing the limit was not always enough; inconclusive = no clear call, values can overlap the other calls
CCHF vOTU inh: CCHFV vOTU protease inhibitors, primary screen, biochemical, Pep-AMC substrate, fluorescence; Crimean-Congo hemorrhagic fever virus L polyprotein viral ovarian tumor (vOTU) protease …; inhibition, % at 11.5 µM; 0.55% of 370,000 active; note: 0% = vehicle wells with enzyme and 100% = no enzyme wells
BoNT F protease: BoNT/F light chain protease inhibitors, primary screen, biochemical, flow cytometry, MLPCN library; Botulinum neurotoxin type F light chain protease (Clostridium botulinum); Multiplex microsphere protease cleavage assay; inhibition, % at 10 µM; 0.22% of 360,000 active; AID 588497, 2011; in the data active = inhibition above about 35%, passing the limit was not always enough; inconclusive = no clear call, values can overlap the other calls; note: plate controls were buffer without enzyme for full effect and enzyme alone for no effect
BoNT-A LC inh2: BoNT/A light chain protease inhibitors, primary screen, biochemical, flow cytometry, MLPCN library. 0.17% of 360,000 active. Botulinum neurotoxin type A light chain protease (Clostridium botulinum A str. ATCC 3502). multiplex microsphere protease substrate cleavage. inhibition, % at 10 µM; in the data active = inhibition above about 30%; inconclusive = no clear call, values can overlap the other calls; note: plate controls were buffer without enzyme for full effect and enzyme alone for no effect
Mtb UGM inh: M. tuberculosis UGM enzyme inhibitors, primary screen, biochemical, fluorescence polarization, single point; UDP-galactopyranose mutase (Mycobacterium tuberculosis (strain ATCC 25618 / H37Rv)), …; purified UGM, fluorescence polarization probe displacement; inhibition, % at 10 µM; 0.06% of 320,000 active; AID 504406, 2011; in the data active = inhibition above about 10%, passing the limit was not always enough; inconclusive = no clear call, values can overlap the other calls
Target sequence (P9WIQ1 whole entry, looked up): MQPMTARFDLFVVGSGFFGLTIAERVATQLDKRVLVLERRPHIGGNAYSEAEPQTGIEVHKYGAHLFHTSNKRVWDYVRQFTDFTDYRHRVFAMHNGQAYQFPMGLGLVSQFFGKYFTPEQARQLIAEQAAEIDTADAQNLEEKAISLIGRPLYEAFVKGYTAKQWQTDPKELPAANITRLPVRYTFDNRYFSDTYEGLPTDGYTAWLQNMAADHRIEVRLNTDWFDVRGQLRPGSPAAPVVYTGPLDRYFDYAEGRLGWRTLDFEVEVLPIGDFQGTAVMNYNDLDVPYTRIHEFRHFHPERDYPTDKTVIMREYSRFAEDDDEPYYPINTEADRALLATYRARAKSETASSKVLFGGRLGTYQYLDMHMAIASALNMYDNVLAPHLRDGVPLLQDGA
PrPC surface inh: inhibitors of human cell surface prion protein PrPC, primary screen, cell-based, TR-FRET; TR-FRET read-out; AID 720596, 2013; Major prion protein (Homo sapiens), P04156; inhibition, % at 13.8 µM; 0.43% of 370,000 active; in the data active = inhibition above about 24%; note: 0% = median of the test wells and 100% = reference compound wells
GDH-TPI inh: GDH-TPI coupling enzyme inhibitors, primary screen, artefact control for M. tuberculosis FBA inhibitor project, biochemical, absorbance, full deck | GDH-TPI coupled enzyme counterscreen, NADH absorbance | 1.2% of 360,000 active | inhibition, % at 4.8 µM | AID 588335, 2011;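 note: 0% = DMSO wells and 100% = wells lacking the enzyme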
An asterisk follows results filed as active; ? = inconclusive; . = no result given; + = active, no number. Cut-off read from the data, not from the text of the source, unless noted: active = inhibition above about 30%; inactive = the rest. Rows were taken by chance. Share with any hit: about 4.8%.

structure | BioA inh | FBA Mtb inh | FadD28 FP inh | CCHF vOTU inh | BoNT F protease | BoNT-A LC inh2 | Mtb UGM inh | PrPC surface inh | GDH-TPI inh
CC(=O)NCCNc1nc(NC(C)C)nc2cc(-c3ccccc3)sc12 | 6.2 | 2 | -9.4 | 5 | -5 | 0.8 | . | 6 | 12
CC(C)/C(C=O)=C(/NC1CCCCC1)c1ccccc1 | 3.4 | -2 | -3.4 | 5 | ? | 1.3 | 1.0 | 2 | 2
Cc1nc(/C(N)=N/OC(=O)c2c(-c3ccccc3Cl)noc2C)cs1 | . | -1 | -2.2 | 1 | ? | ? | -1.8 | -8 | 3
O=C(Nc1cccc(C(=O)N2CCN(c3cccc(Cl)c3)CC2)c1)c1ccccc1 | . | -1 | -1.1 | -8 | -2 | -0.2 | 1.0 | 1 | -2
O=C(NCc1ccncc1)C1CCN(S(=O)(=O)c2cc(Cl)ccc2Cl)CC1 | 4.0 | 2 | -7.8 | 4 | -15 | 2.7 | 0.1 | 15 | -1
CC1CCCN(S(=O)(=O)CCNC(=O)c2ccc3c(c2)OCO3)C1 (configuration not stated) | 1.1 | 2 | -1.5 | -4 | -6 | -4.7 | 0.5 | 11 | -4
Cc1cc(C)n2c(SCc3nnc(-c4cccs4)o3)nnc2n1 | . | 10 | -1.0 | . | -3 | -0.2 | -0.4 | . | 0
Cc1ccccc1-n1nc2c(c1NC(=O)c1ccco1)CS(=O)(=O)C2 | -4.5 | 5 | 0.8 | -2 | 0 | 0.5 | -0.3 | -1 | 8
CC1CCCC(C)N1C(=O)COC(=O)c1ccc(S(=O)(=O)N(C)c2ccccc2)cc1 (configuration not stated) | -3.3 | 2 | -2.2 | -6 | -4 | -0.4 | -1.0 | -5 | 3
Cc1nn(C(=O)c2cccc([N+](=O)[O-])c2)c(C)c1Cl | 19 | 0 | -1.8 | -6 | 3 | -1.8 | -1.0 | -13 | -6
COCCn1nc2cc(C(=O)NCC34CC5CC(CC(C5)C3)C4)ccc2c1OC | 1.4 | 43* | 1.9 | -31 | -5 | -0.1 | 3.7 | 1 | 9
CCc1ccc(NC(=O)/C(C#N)=C/c2cn(CC(=O)O)c3ccccc23)cc1 | . | -3 | -1.6 | 18 | -4 | 0.2 | 0.7 | -10 | 11
COc1ccccc1N(C)S(=O)(=O)c1ccc(C(=O)NC2CCCCC2)cc1 | -0.4 | 0 | -3.8 | -11 | 3 | 1.2 | 1.4 | 6 | 7
COc1ccc(NS(=O)(=O)c2ccc3c(c2)OCCO3)cc1OC | -0.5 | -3 | -3.8 | 11 | 3 | -0.3 | 0.1 | 10 | -1
COc1ccc(OC)c(Nc2nc3nonc3nc2N2CCCCC2)c1 | -1.5 | 2 | -0.7 | -7 | 12 | 2.7 | 0.8 | 3 | 6
Cc1cc(Cl)ccc1OCC(=O)NNC(=O)c1cccnc1 | -0.4 | 1 | 1.3 | 11 | -6 | -1.0 | 1.4 | -1 | 2
COc1ccc(CNC(=O)C(C)OC(=O)C23CC4CC(CC(O)(C4)C2)C3)cc1 (configuration not stated) | . | -2 | -1.1 | -18 | -7 | -0.3 | -0.8 | 2 | 5
CCCn1c(C)nc2c(c1=O)c1nc3ccccc3nc1n2CCC1=CCCCC1 | 0.8 | 91* | -3.4 | -19 | 0 | 7.4 | 0.7 | -14 | 17
CCC(Sc1nc(-c2cccc(OC)c2)c(C#N)c(=O)[nH]1)C(=O)Nc1nnc(C(C)C)s1 (configuration not stated) | . | 0 | -5.9 | 23 | -2 | -0.3 | 3.5 | -7 | 5
CCc1nn(CC(=O)N2CCN(c3cc(C)ccc3C)CC2)c(=O)c2cc3occc3n12 | 2.9 | -1 | -3.7 | -11 | -6 | 0.7 | -0.2 | -4 | 3
CN(C)/C(Cn1cncn1)=C1/N=C(c2c(F)cccc2F)OC1=O | . | 0 | -0.6 | 22 | -6 | -0.9 | 0.6 | -5 | 25
COc1ccccc1/C=C/C=N/NC(=O)CCn1cnc2ccccc21 | 0.0 | 0 | -4.9 | 2 | ? | 3.5 | -2.2 | -8 | 33*
Cn1c(=O)c(=O)n(C)c2cc(S(=O)(=O)CCC(=O)N3CCCCC3)ccc21 | 2.4 | 8 | -1.5 | -2 | -8 | -1.1 | -1.8 | -1 | 12
COc1cccc(C(=O)Nn2cnnc2)c1OC | -1.5 | 0 | -1.0 | 21 | ? | -0.3 | 3.8 | 5 | 4
CC1CCCC(C)N1C(=O)CN1CCN(c2nc(-c3ccc(F)cc3)cs2)CC1 (configuration not stated) | . | 1 | -1.5 | -4 | -8 | -0.7 | 1.5 | -1 | 4

(continued)
structure | BioA inh | FBA Mtb inh | FadD28 FP inh | CCHF vOTU inh | BoNT F protease | BoNT-A LC inh2 | Mtb UGM inh | PrPC surface inh | GDH-TPI inh
COc1ccc(Cc2nnc(Nc3ccccc3OC)[nH]c2=O)cc1 | . | 6 | -0.4 | -9 | -5 | -0.7 | 0.8 | -1 | 2
CCN(Cc1ccccc1)C(c1ccc(Cl)cc1)c1nnnn1C(C)(C)C (configuration not stated) | -2.5 | 2 | 0.4 | 7 | -11 | -0.7 | 0.9 | 3 | 3
COc1ccc(-c2nc(N)ncc2Oc2ccccc2Br)c(O)c1 | 0.6 | 7 | -0.8 | 10 | -26 | -0.5 | -0.8 | -8 | 18
CCN1C(=O)c2cccc3c(S(=O)(=O)Nc4ncccc4C)ccc1c23 | 6.3 | 9 | 1.0 | -2 | 1 | 1.0 | -1.7 | -8 | 18
COc1ccccc1N1CCN(Cc2cccc(Br)c2)CC1 | 0.3 | 0 | -3.5 | 3 | ? | 5.4 | -0.7 | -7 | -8
COc1ccccc1NC(=O)CSc1nnc(-c2ccccc2)o1 | -0.2 | -1 | -3.7 | 6 | 0 | -0.2 | 0.4 | 3 | -4
CCCCNc1c(-c2cc3ccccc3o2)nc2nc(C)cc(C)n12 | . | . | . | 0 | -35 | 1.7 | . | -4 | .
CCOC(=O)N1CCN(C(=O)CN(C)S(=O)(=O)c2ccc(Cl)cc2)CC1 | -0.1 | -5 | -1.5 | 9 | 21 | -1.7 | 0.1 | 4 | -16
CCCn1c(C(C)Nc2nc(-c3ccc(Cl)c([N+](=O)[O-])c3)cs2)nc2cc(Cl)c(N3CCCCC3)cc21 (configuration not stated) | -0.1 | 2 | -1.7 | . | -7 | -0.3 | -0.2 | . | -3
CCN(CC(=O)NCc1cccs1)c1ccc(S(=O)(=O)N2CCCC2)cn1 | 0.9 | 2 | -0.1 | -5 | 2 | -0.5 | -2.6 | 5 | 0
Cc1ccc(NC(=O)CSc2nnc(-c3ccco3)c(-c3ccco3)n2)cc1 | 1.9 | 1 | 1.5 | 12 | 6 | 6.2 | 0.6 | -7 | 13
CCS(=O)(=O)N1CCC(C(=O)Nc2ccc(C(C)=O)cc2)CC1 | 5.8 | 0 | -0.8 | -15 | 4 | -3.7 | 0.1 | 1 | 2
Cc1cc(C)c2c(CC(=O)Nc3nccs3)coc2c1 | -1.2 | 1 | 0.9 | 7 | -3 | -0.4 | -1.6 | 2 | 10
CCCCn1c(CCNC(=O)c2cccs2)nc2ccccc21 | . | 3 | -3.4 | 12 | 2 | -0.1 | 2.5 | -4 | 2
Cc1cccc(NC(=O)Nc2ccc(Cl)c(Cl)c2)n1 | -1.4 | 3 | -5.4 | 2 | ? | -2.0 | -0.9 | -4 | -5
CCOC(=O)C1(CCOc2ccccc2)CCN(Cc2cc(OC)c(O)c(OC)c2)CC1 | -2.1 | 0 | 1.3 | -13 | 9 | -1.2 | -0.9 | -1 | 19
NC(=O)CC(NC(=O)Cc1cccc2ccccc12)c1ccc(N2CCN(c3ccc(F)cc3)CC2)c([N+](=O)[O-])c1 (configuration not stated) | -1.6 | -1 | -0.3 | -4 | 7 | -0.2 | -0.8 | 0 | 6
O=C(NCc1ccc2c(c1)OCO2)c1nc(Cn2ccc([N+](=O)[O-])n2)no1 | 1.2 | -4 | -0.2 | 11 | -8 | -0.5 | 0.7 | -13 | -4
Cc1cc(NC(=O)COC(=O)c2cnccn2)ccc1Br | -0.2 | -1 | -3.8 | -5 | 6 | 0.6 | -2.0 | 2 | -6
O=C1C(Oc2ccc(Cl)cc2)C(c2ccc3c(c2)OCO3)N1CC1CCCO1 (configuration not stated) | . | -2 | -0.2 | 2 | 1 | 0.0 | 1.7 | 11 | 12
O=C(NCCc1ccccc1)C(=Cc1ccc(C(=O)O)cc1)C(=O)NCCc1ccccc1 | -0.9 | -1 | -3.4 | -5 | 0 | -0.2 | 6.4 | -6 | -8
COc1ccc(NC(=O)CSc2nnc3c4c(nc(-c5ccccc5)n23)CC(C)(C)OC4)cc1 | . | 1 | -2.6 | -16 | 2 | 0.5 | -1.9 | 0 | -6
O=C(Nc1cnc2ccccc2c1)N1CCOCC1 | 3.1 | 13 | 2.9 | 8 | -42 | -0.9 | 1.0 | 4 | 7
Cc1ccsc1C(=O)OCC(=O)N(C)C1CCCCC1 | 0.7 | -1 | -1.2 | 13 | 0 | 1.4 | -2.1 | -11 | 5
Cc1cc(N2CCN(C)CC2)nc2ccc(NC(=O)CCC(=O)NCc3ccco3)cc12 | 0.8 | 32* | -1.3 | -30 | 0 | 2.6 | 3.5 | -3 | 5

Further results follow:
structure | BioA inh | FBA Mtb inh | FadD28 FP inh | CCHF vOTU inh | BoNT F protease | BoNT-A LC inh2 | Mtb UGM inh | PrPC surface inh | GDH-TPI inh
Cc1cc(OCc2nn[nH]n2)c2c3c(c(=O)oc2c1)CCC3 | 0.4 | + | -4.9 | -45 | 6 | 2.7 | 1.7 | 1 | -3
COc1ccccc1-n1c(N)cc(=O)nc1SCC(=O)Nc1cc(C)on1 | . | 0 | 0.4 | -2 | -2 | -0.7 | 0.8 | 4 | 3
CCOC(=O)C(=CNc1ccc(C(O)(C(=O)OCC)C(F)(F)F)cc1C)C(=O)OCC (configuration not stated) | . | -4 | -7.1 | 26 | -1 | 0.2 | -0.6 | 16 | 24
Cc1ccccc1C(=O)c1cccn1CC(=O)NC(C)c1ccccc1 (configuration not stated) | -4.7 | 3 | -2.1 | 12 | -4 | -0.8 | 1.0 | 1 | -1
COc1ccc(N(CC(=O)Nc2ccc(OC)c(OC)c2)S(=O)(=O)c2ccccc2)cc1Cl | 15 | -3 | -0.4 | 0 | ? | 2.7 | 0.3 | 2 | 4

Four entries from above, field by field:
> O=C(NCc1ccncc1)C1CCN(S(=O)(=O)c2cc(Cl)ccc2Cl)CC1
- BioA inh: 4.0
- FBA Mtb inh: 2
- FadD28 FP inh: -7.8
- CCHF vOTU inh: 4
- BoNT F protease: -15
- BoNT-A LC inh2: 2.7
- Mtb UGM inh: 0.1
- PrPC surface inh: 15
- GDH-TPI inh: -1
> CC1CCCN(S(=O)(=O)CCNC(=O)c2ccc3c(c2)OCO3)C1 (configuration not stated)
- BioA inh: 1.1
- FBA Mtb inh: 2
- FadD28 FP inh: -1.5
- CCHF vOTU inh: -4
- BoNT F protease: -6
- BoNT-A LC inh2: -4.7
- Mtb UGM inh: 0.5
- PrPC surface inh: 11
- GDH-TPI inh: -4
> Cc1cc(C)n2c(SCc3nnc(-c4cccs4)o3)nnc2n1
- BioA inh: .
- FBA Mtb inh: 10
- FadD28 FP inh: -1.0
- CCHF vOTU inh: .
- BoNT F protease: -3
- BoNT-A LC inh2: -0.2
- Mtb UGM inh: -0.4
- PrPC surface inh: .
- GDH-TPI inh: 0
> Cc1ccccc1-n1nc2c(c1NC(=O)c1ccco1)CS(=O)(=O)C2
- BioA inh: -4.5
- FBA Mtb inh: 5
- FadD28 FP inh: 0.8
- CCHF vOTU inh: -2
- BoNT F protease: 0
- BoNT-A LC inh2: 0.5
- Mtb UGM inh: -0.3
- PrPC surface inh: -1
- GDH-TPI inh: 8
